# CFTR F508del cor – correctors of CFTR F508del function in bronchial epithelial cells | CFBE cells, YFP halide quenching; stimulated with forskolin plus potentiator P3; % fluorescence drop versus neutral controls | activity (quench increase), % at 7.58 µM | hit rate 0.36% among 350,000 | AID 720511;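 active means mean added fluorescence quench of at least 8% versus neutral control, with both replicates also reaching 8%; inconclusive means only one of the mean or replicate conditions met; inactive means mean below 8% and not both replicates reaching 8%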;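 further: cells transiently co-express mutant CFTR-F508del with the halide-sensitive YFP; corrector assay measuring rescue of mutant channel to the surface after 24 h compound exposure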
# DENV2 CPE – inhibitors of DENV2 cytopathic effect; DENV2-infected cells, cytopathic effect rescue, plate reader; CPE inhibition, % at 9.99 µM; hit rate 1.7% among 350,000; in the data active means CPE inhibition above about 20%, passing the limit was not always enough; inconclusive means no clear call, values can overlap the other calls; tested in BHK-21 cells;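 further: 0% = median of neutral control wells and 100% = median of positive control wells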
# miR-122 sensor – miR-122 inhibition in Huh7 cells | activation (reporter increase), % at 12.5 µM | AID 602342 | Huh7 miR-122 Renilla luciferase sensor, 48 h; neutral wells = 0, positive control = 100 | hit rate 0.3% among 340,000;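 active means mean replicate activation score at least 90 and every replicate individually at or above 90; inconclusive means only one of the two criteria met; inactive means neither criterion met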;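 further: higher luciferase means less miR-122 activity so hits act as miR-122 inhibitors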
# Casp6 inh – blocks human caspase-6 cleavage activity; P55212; purified caspase-6, Z-VEID-R110 cleavage fluorescence; inhibition, % at 12.5 µM; hit rate 0.53% among 350,000; AID 686996;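 active means mean inhibition across replicates at least about 35%, with every replicate also reaching that limit, limit read from the data; inconclusive means only one of the two criteria met; inactive means neither criterion met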;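 further: 0% = median of neutral control wells and 100% = no fluorescence left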
# Target sequence (P55212 24-179 limits assumed): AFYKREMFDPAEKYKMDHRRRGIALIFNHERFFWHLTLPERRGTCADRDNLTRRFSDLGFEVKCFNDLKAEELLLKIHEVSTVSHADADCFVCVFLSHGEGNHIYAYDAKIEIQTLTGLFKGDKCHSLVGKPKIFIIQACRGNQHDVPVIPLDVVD
# Target sequence (P55212 194-293 limits assumed): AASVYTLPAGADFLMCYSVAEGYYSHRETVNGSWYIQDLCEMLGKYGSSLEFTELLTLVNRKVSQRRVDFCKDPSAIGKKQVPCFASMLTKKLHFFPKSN
# ERAP1 HTS inh – ERAP1 (human) enzyme inhibition; Q9NZ08; recombinant ERAP1, Leu-AMC fluorescence, 60 min; inhibition, % at 10.7 µM; hit rate 0.15% among 340,000; AID 652197;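 active means mean replicate inhibition of at least 30%, or all replicates individually reaching that 30% level; inactive means mean below 30% and not every replicate reaching it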;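 further: 0% = neutral control wells and 100% = L-leucinethiol positive control wells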
# ERp5 inh – inhibitors of human ERp5; inhibition, % at 9.99 µM; AID 651711; hit rate 0.05% among 350,000; ERp5 insulin aggregation, absorbance 650 nm, 90 min; Q15084;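 active means mean replicate inhibition above about 25%, with every replicate also reaching it, limit read from the data, passing the limit was not always enough; inconclusive means only one of those two criteria met; inactive means neither criterion met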
# Target sequence (Q15084 whole entry, looked up): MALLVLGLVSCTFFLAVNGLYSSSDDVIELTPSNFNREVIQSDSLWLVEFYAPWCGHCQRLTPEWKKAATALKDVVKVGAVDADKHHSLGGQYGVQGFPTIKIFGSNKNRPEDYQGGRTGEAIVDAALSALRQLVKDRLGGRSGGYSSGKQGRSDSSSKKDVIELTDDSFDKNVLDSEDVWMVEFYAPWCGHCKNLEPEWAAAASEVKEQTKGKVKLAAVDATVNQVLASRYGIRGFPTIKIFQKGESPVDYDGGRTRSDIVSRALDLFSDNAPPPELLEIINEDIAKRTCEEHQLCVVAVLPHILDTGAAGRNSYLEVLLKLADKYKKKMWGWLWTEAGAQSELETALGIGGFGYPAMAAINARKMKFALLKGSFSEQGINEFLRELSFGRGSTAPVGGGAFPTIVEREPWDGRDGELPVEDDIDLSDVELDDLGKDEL
# SIRT5 block – inhibitors of human sirtuin-5 desuccinylase; Q9NXA8; Purified SirT5, succinyl-peptide AMC, trypsin-coupled fluorescence; inhibition, % at 15 µM; hit rate 1.1% among 330,000; in the data active means inhibition above about 15%; inconclusive means no clear call, values can overlap the other calls
# Target sequence (Q9NXA8 whole entry, looked up): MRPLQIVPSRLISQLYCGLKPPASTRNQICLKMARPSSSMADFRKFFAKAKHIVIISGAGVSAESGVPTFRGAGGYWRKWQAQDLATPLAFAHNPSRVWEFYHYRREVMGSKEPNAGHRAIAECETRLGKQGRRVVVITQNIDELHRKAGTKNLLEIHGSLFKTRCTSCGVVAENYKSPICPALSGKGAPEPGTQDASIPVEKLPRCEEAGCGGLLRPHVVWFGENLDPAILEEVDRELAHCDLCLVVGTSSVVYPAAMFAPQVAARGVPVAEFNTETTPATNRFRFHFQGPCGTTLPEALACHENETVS
# Numbers without * were called inactive; u = inconclusive; x = no result given; & = joins results of further samples; [ ] = remark or other dose. Outcome played no part in choosing rows; about 4% have a hit in one of these screens.
SMILES,CFTR F508del cor,DENV2 CPE,miR-122 sensor,Casp6 inh,ERAP1 HTS inh,ERp5 inh,SIRT5 block
CCC(=O)Nc1ccc2c(c1)C(=O)N(C)C[C@@H](OC)[C@@H](C)CN(Cc1ccccc1OC)[C@H](C)CO2,x,-3,1[16.7 µM],2,0,-1,0
OCCNc1cc(Cl)ncn1,-2.5,-3,x,1,0,1,1
Cc1noc(C)c1NC(=O)Nc1ccc2c(c1)C(=O)N([C@H](C)CO)C[C@H](C)[C@H](CN(C)Cc1ccc(C(F)(F)F)cc1)OCCCC[C@@H](C)O2,0.4,1,32[16.7 µM],1,1,4,0
COc1ccc(NC(=O)N[C@H]2CC[C@H](CCn3cc(-c4ccccn4)nn3)O[C@@H]2CO)cc1,-1.3,1,5[16.7 µM],0,1,7,0
O=C(CCC1CCCN(Cc2cccc(Cl)c2)C1)NCc1ccccc1F (stereo not drawn),2.6,5,0,-3,-1,-6,-2
O=C(NCC[C@H]1CC[C@@H](NC(=O)C2CCOCC2)[C@H](CO)O1)c1ccc(F)cc1,3.9,u,x,2,-2,0,1
Cc1ccc(S(=O)(=O)n2ccc3c(OCCOCCSCC(NC(=O)OC(C)(C)C)C(=O)O)cccc32)cc1 (stereo not drawn),-2.1,0,x,17,1,0,9
Cc1cc(C)nc(NNS(=O)(=O)c2ccc(Cl)cc2)n1,4.7,11,x,-1,2,-11,-5
O=C(COC(=O)c1cccc(-n2cnnn2)c1)c1ccccc1,-0.5,-4,2,-6,1,11,1
C[C@H](CO)N1C[C@H](C)[C@@H](CN(C)C(=O)Nc2ccc(C(F)(F)F)cc2)Oc2ccc(NC(=O)CCN3CCOCC3)cc2CC1=O,-0.4,5,3[16.7 µM],0,0,1,-3
C[C@@H]1CCCCO[C@H](CN(C)Cc2ccncc2)[C@@H](C)CN([C@H](C)CO)C(=O)c2cc(NC(=O)Nc3ccc(C(F)(F)F)cc3)ccc2O1,-0.8,-5,2[16.7 µM],0,-3,3,2
N=c1oc2ccccc2cc1-c1nc(-c2ccccc2)cs1,2.5,x,7,2,2,-4,3
CC(=O)Nc1ccc(NC(=O)c2ccnn2C)cc1,0.3,2,1,0,-4,4,-5
O=C1CNC[C@H]2[C@H](c3ccc(C4=CCCCC4)cc3)[C@H](CO)N12,-1.6,-9,x,0,1,1,0
COc1ccc2[nH]c(=O)c(CNc3cc(C)ccc3C)cc2c1,0.4,-4,x,4,x,-3,-1
O=S(=O)(c1ccc(F)cc1)N1CC[C@@H]2[C@H]1c1cc(C#CC3CCCCC3)ccc1N[C@@H]2CO,0.2,12,x,-3,4,2,5
CCOC(=O)COc1ccc(/C=C2\NC(=S)N(CC)C2=O)cc1,-0.2,1,x,-2,3,6,-6
Nn1c(SCC(=O)NC(=O)NCc2ccccc2)nnc1C1CC1,x,x,x,-1,2,0,0
CCOc1ccc(CCNC(=O)C2CC(C)=CCC2C(=O)O)cc1OCC (stereo not drawn),-0.1,-1,1,36*,1,0,0
CCOc1cc(C(=O)N=c2sccn2C)ccc1OC(F)F,1.3,-2,-4,2,0,-10,3
O=C(/C=C/Nc1ccc(Br)cc1F)c1ccco1,-3.8,-4,-3,4,1,0,1
O=c1[nH]nc(-c2cccs2)c2ccccc12,2.4,-5,-9,3,0,-4,-1
C[C@@H]1CN([C@H](C)CO)C(=O)Cc2cc(NC(=O)c3ccncc3)ccc2O[C@H]1CN(C)S(=O)(=O)c1ccc(F)cc1,1.3,-2,2[16.7 µM],-1,0,-3,2
Cn1ncc2c(Nc3ccc(Br)cc3)nc(Nc3ccc(Br)cc3)nc21,-1.1,-3,x,-3,0,0,-8
C[C@@H]1CN([C@@H](C)CO)S(=O)(=O)c2ccc(Br)cc2O[C@H]1CN(C)Cc1ccc(-c2ccccc2)cc1,-1.5&1.3,-14&-13,-6,-3&30,-9&-4,2&-6,0&-5
# Continuation.
SMILES,CFTR F508del cor,DENV2 CPE,miR-122 sensor,Casp6 inh,ERAP1 HTS inh,ERp5 inh,SIRT5 block
COc1ccccc1C(C(=O)c1ccccc1)c1ccc(O)cc1 (stereo not drawn),-3.5,-5,x,5,-2,-5,x
CCc1nc2ccccc2c(C(=O)OCC(=O)NCc2ccc3c(c2)OCO3)c1C,x,-6,x,1,2,-2,-3
O=C(c1ccc(S(=O)(=O)Cc2ccccc2F)c([N+](=O)[O-])c1)N1CCCC1,-3.7,13,x,1,-2,-2,-1
COCCn1c(SCC(=O)Nc2ccc(F)cc2)nc2c([nH]c3ccccc32)c1=O,-2.5,6,11,-2,0,-2,-14
COc1ccccc1-c1ccc([C@H]2[C@H]3CN(S(=O)(=O)c4cn(C)cn4)CCCCN3[C@H]2CO)cc1,1.3,-11,8[16.7 µM],2,0,2,1
CC1CCN(C(=O)COc2ncnc3ccccc23)CC1,0.0,0,x,x,-1,4,-1
CN(CCNC(=O)C1CCC(=O)N(Cc2cccc(F)c2)C1)CCc1ccccc1 (stereo not drawn),0.2,0,0,-13,-3,7,0
O=C(Cn1sc2ccccc2c1=O)N1CCN(C(=O)c2ccco2)CC1,1.8,0,1,4,0,3,2
Cc1cc(C(F)(F)F)nc(SCC(=O)NC2CCCCC2)n1,-0.5,-3,5,-4,0,2,-4
CN(Cc1ccccc1)CC1C2CCC(C2)C1O (stereo not drawn),2.4,9,x,-2,2,2,-3
CC(=O)c1cccc(NC(=O)c2ccc(-c3c(C)noc3C)c3ccoc23)c1,3.4,2,-8,0,2,-2,1
C[C@@H](C(=O)NCc1ccccc1)[C@@H]1C[C@@]1(C)[C@@H](NC(=O)OCc1ccccc1)c1ccccc1,3.3,-1,-3,-3,x,-8,x
Cc1nnc(SCC(=O)Nc2ccc([N+](=O)[O-])cc2)n1CC1CCCO1 (stereo not drawn),1.1,-2,x,2,2,1,x
O=C(CCCO)N/N=C/c1ccccc1[N+](=O)[O-],x,u,x,-1,1,3,x
C[C@H]1CN([C@@H](C)CO)C(=O)c2cc(-c3cccnc3)cnc2O[C@H]1CN(C)C(=O)C1CC1,1.2,-9,-6[16.7 µM],-3,1,-1,-1
CCN(CC)S(=O)(=O)c1cc(NC(=O)c2n[nH]c(=O)c3ccccc23)ccc1C,-1.6,-3,-8,3,1,-1,-3
CC1=C(C(=O)OC(C)C)C(c2cn(-c3ccccc3)nc2-c2cccs2)NC(=O)N1 (stereo not drawn),1.0,x,-5,0,-5,0,0
C[C@@H]1CN([C@H](C)CO)C(=O)c2cc(C#CCc3ccccc3)cnc2O[C@H]1CN(C)Cc1cccnc1,1.3,14,-2[16.7 µM],0,-3,-4,-4
CO[C@H](CN(C)S(=O)(=O)c1cn(C)cn1)[C@@H](C)CN(C(=O)Nc1ccc(F)cc1)[C@@H](C)CO,-1.3,4,x,-1,0,-1,1
N#Cc1ccc(-c2ccc3c(c2)[C@H]2[C@H](CCN2C(=O)c2ccc4c(c2)OCO4)[C@H](CO)N3)cc1,2.0,-16,-5[16.7 µM],-2,-1,3,6
O=C(C[C@H]1CC[C@@H](NC(=O)c2ccc3c(c2)OCO3)[C@@H](CO)O1)NCc1ccc(Cl)cc1,2.6,2,x,-1,-1,-8,-1
c1ccc(-c2cc3nc(NCc4ccc5c(c4)OCO5)ccn3n2)cc1,-0.2,10,x,-2,-2,1,x
CCOC(=O)N1CCN(c2c(NCc3ccccc3OC)c(=O)c2=O)CC1,-0.7,8,-3,-1,2,9,1
COc1cccc(NC(=O)Nc2ccccc2C(N)=O)c1,-0.1,-4,-2,-1,-2,-1,-9
Cc1cccc(-c2ccc([C@H]3[C@H](CO)N4C(=O)CN(C(=O)c5cccnc5)C[C@@H]34)cc2)c1,-1.5,4,x,0,1,-4,-3

# Part of the list above with just DENV2 CPE and ERAP1 HTS inh.
smiles | DENV2 CPE | ERAP1 HTS inh
COCCn1c(SCC(=O)Nc2ccc(F)cc2)nc2c([nH]c3ccccc32)c1=O | 6 | 0
COc1ccccc1-c1ccc([C@H]2[C@H]3CN(S(=O)(=O)c4cn(C)cn4)CCCCN3[C@H]2CO)cc1 | -11 | 0

# The listing continues:
SMILES,CFTR F508del cor,DENV2 CPE,miR-122 sensor,Casp6 inh,ERAP1 HTS inh,ERp5 inh,SIRT5 block
Fc1ccccc1Cc1noc(CN2CCN(Cc3ccc4c(c3)OCO4)CC2)n1,-3.4,3,-4,4,1,3,2
O=C(Cn1c(-c2ccccn2)nc2ccccc21)N/N=C/c1ccccn1,0.9,4,x,-1,8,3,5
O=C(C[C@H]1C[C@@H]2c3cc(NC(=O)c4ccc5c(c4)OCO5)ccc3O[C@@H]2[C@@H](CO)O1)NCc1cccc(F)c1,1.5,-13,14[16.7 µM],-5,0,-7,0
O=C(NCC[C@@H]1CC[C@@H](NC(=O)C2CCCC2)[C@H](CO)O1)Nc1ccc(Cl)cc1,-1.8,17,17[16.7 µM],-4,0,6,-4
COc1ccc(-n2c(SCC(=O)NCc3ccco3)nnc2-c2c[nH]c3ccccc23)cc1,4.4,13,0,4,2,7,-3
CCCS(=O)(=O)NC(=O)C1(C)CCN(C(=O)c2ccnc(Cl)c2)C1 (stereo not drawn),-0.6,-1,-7,-2,12,-5,0
O=C(CC(=O)NCc1ccc(Cl)cc1)NCc1ccccc1,2.0,4,x,-6,-2,1,-3
CCOC=C1C(=O)N(C(C)=O)c2cc(OC)c(OC)cc21,-1.2,5,-5,1,3,8,x
CN1C(=O)N(CC(=O)N2CCN(S(=O)(=O)c3ccc(Cl)s3)CC2)C(=O)C12CCCCC2,0.8,-5,-11,-2,3,2,-2
CCCn1c(SCC(=O)NC2CCCCC2)nnc1-c1cccnc1,-3.3,3,-3,-1,-6,3,-1
O=C(NN1CCCCC1)c1cccc(COc2ccc(Cl)cc2)c1,-1.0,x,-2,0,0,-1,2
Cc1ccc(-c2csc(NC(=O)CCNC(=O)c3ccc(Cl)cc3)n2)cc1,-4.4,-3,2,-5,-2,2,-4
COc1nc(-c2ccccc2)c2cc(Br)ccc2n1,-0.2,-7,x,1,x,3,x
COc1ccc(NC(=O)N(C)C[C@H]2Oc3c(NS(=O)(=O)c4ccc(OC)cc4)cccc3C(=O)N([C@@H](C)CO)C[C@H]2C)cc1,-0.8,4,6[16.7 µM],-3,-1,14,1
COC(=O)CN(c1ccc(OC)cc1OC)S(=O)(=O)c1ccccc1[N+](=O)[O-],-0.1,-5,-4,-2,2,6,-4
c1cncc(CNc2nc(-c3cccnc3)nc3ccccc23)c1,2.1,1,9,-2,-4,-3,-3
O=C(COC(=O)CCc1c[nH]c2ccccc12)Nc1cccc(Cl)c1,2.9,5,-3,1,-1,1,1

# Whole records from above. Values in the order: CFTR F508del cor | DENV2 CPE | miR-122 sensor | Casp6 inh | ERAP1 HTS inh | ERp5 inh | SIRT5 block
# Results for `O=C(NCC[C@@H]1CC[C@@H](NC(=O)C2CCCC2)[C@H](CO)O1)Nc1ccc(Cl)cc1` = -1.8 | 17 | 17[16.7 µM] | -4 | 0 | 6 | -4
# Results for `O=C(Cn1c(-c2ccccn2)nc2ccccc21)N/N=C/c1ccccn1` = 0.9 | 4 | x | -1 | 8 | 3 | 5
# Results for `COc1nc(-c2ccccc2)c2cc(Br)ccc2n1` = -0.2 | -7 | x | 1 | x | 3 | x
# Results for `CCOC=C1C(=O)N(C(C)=O)c2cc(OC)c(OC)cc21` = -1.2 | 5 | -5 | 1 | 3 | 8 | x
# Results for `Cc1ccc(-c2csc(NC(=O)CCNC(=O)c3ccc(Cl)cc3)n2)cc1` = -4.4 | -3 | 2 | -5 | -2 | 2 | -4

# High-throughput results from PubChem BioAssay.
